From PubChem BioAssay
Cneo AK release: causes C. neoformans cell lysis; actives 0.2% (n = 360,000); adenylate kinase release luminescence, 4 h; normalised: neutral wells 0, clomiphene wells 100; lysis activity, % at 15 µM; AID 651654;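 active = mean lysis activity across replicates of at least 80%, whatever share of replicates individually reach that level; inactive = mean lysis activity below 80%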
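Material: C. neoformans cells | Amount: Yeast cell density of 5 × 10^6 cells/mL | Medium: Fresh YPD growth medium | Dosing: Single dose | Times: Static 4 h at 37 °C with compound, 1 h detection | Detection: AK luminescence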
PGC1a acetyl inh: PGC1a acetylation modulation, inhibitor mode; U2OS PGC1a acetylation, AlphaScreen anti-acetyl-lysine; with virally co-expressed GCN5 acetyltransferase; actives 0.17% (n = 350,000); inhibition, % at 15.6 µM;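 active = every replicate shows inhibition of at least 40%; inconclusive = mean inhibition at least 40% but some replicate below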;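 note: 0% = neutral control wells and 100% = positive control wells; some results beyond the cut were filed as inactive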
C2C12 statin: suppressors of simvastatin-induced myotoxicity in C2C12 myotubes; ATP luminescence, 48 h; scaled: DMSO 0, geranylgeraniol control 100; rescue of ATP level, % at 7.49 µM; actives 0.78% (n = 330,000);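 active = mean ATP rescue above about 67%, or every replicate alone reaching that limit, limit read from the data, passing the limit was not always enough; inconclusive = no clear call, values can overlap the other calls; inactive = mean under the limit and some replicate under it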;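 note: myotubes were challenged with 10 µM simvastatin during compound exposure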
GSIS activator: primary screen for activators of insulin secretion dependent on glucose, INS-1E cells, GLuc reporter luminescence | activation, % at 16.6 µM | INS-1E GLuc reporter insulin secretion, 2-3 h | AID 743287 | actives 0.61% (n = 370,000);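 active = lowest replicate activation of at least 40%, so every replicate reaches that level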;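 note: 0% = median of neutral control wells and 100% = median of IBMX positive control wells; some compounds called inactive have numbers as strong as hits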
PAX8 inh HTS: PAX8 transcriptional activity inhibition; AID 652154; RMG-I TPO-luciferase reporter, SteadyGlo, 24 h; inhibition, % at 12.6 µM; actives 1.2% (n = 360,000);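 active = mean replicate inhibition at least 60% with every replicate also reaching 60%; inconclusive = only one of the two criteria is met; inactive = mean below 60% and not all replicates reaching 60%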;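 note: luciferase light reporting Pax8 driven TPO promoter activity; plate controls were median of neutral control wells for no effect and mitoxantrone controls for full effect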
LGR2 antag: Drosophila LGR2 receptor signaling inhibition. HEK293 LGR2, CRE-luciferase, bursicon-stimulated, 4 h. inhibition, % at 9.99 µM. actives 0.35% (n = 380,000);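 active = drop in luminescence signal, shown as inhibition above about 50% in the replicate tests, limit read from the data, passing the limit was not always enough; inconclusive = probably only some replicates passing the limit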;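 note: agonist challenge used bursicon conditioned medium at about half maximal strength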
ARNT-TACC3 inh: ARNT/TACC3 interaction disruption | actives 0.66% (n = 390,000) | Q9Y6A5 | inhibition, % at 9.99 µM | AlphaScreen His-ARNT PAS-B/GST-TACC3 binding, luminescence; TACC3 fragment carries E629A point mutation;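 active = mean inhibition of replicates at least 50% and at least half of replicates each reaching 50%; inconclusive = half or more replicates reach 50% but mean below 50%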;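 note: 0% = complete ARNT plus TACC3 wells and 100% = ARNT alone without TACC3; many hits fall short of the cut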
PglD inh: inhibitors of Campylobacter jejuni PglD acetyltransferase | AID 602405 | actives 0.098% (n = 360,000) | purified PglD enzyme, DTNB colorimetric CoA detection | inhibition, % at 12.5 µM; in the data active = inhibition above about 16%, passing the limit was not always enough; inconclusive = no clear call, values can overlap the other calls; note: strong numbers were not always called active
The depositor's hits bear a star; ? = inconclusive; / = not tested or not shown; & = joins results of further samples.

SMILES	Cneo AK release	PGC1a acetyl inh	C2C12 statin	GSIS activator	PAX8 inh HTS	LGR2 antag	ARNT-TACC3 inh	PglD inh
C[C@@H]1CN([C@@H](C)CO)C(=O)c2cc(/C=C/c3ccccc3)cnc2O[C@H]1CN(C)C(=O)C1CCCCC1	43	4	40	-38	/	10	8	-3
CCCNC(=O)c1cn(CC)c2cc(N3CCN(C)CC3)c(F)cc2c1=O	-1	-7	-26	/	/	/	2	2
N#Cc1ccc(S(=O)(=O)N2CCN(Cc3cccs3)CC2)cc1	2	-1	-8	4	-7	13	-4	-3
Oc1ccccc1/C=N/[n+]1ccccc1	-1	2	3	12	-23	-5	2	-3
CCCNC(=O)N1C[C@@H](C)[C@H](OC)CN(C)C(=O)c2cc(NC(=O)C3CCC3)ccc2OC[C@@H]1C	/	-6	-2	2	/	12	/	/
O=C(NC1(C(F)(F)F)NC(=O)N(c2ccc(F)cc2)C1=O)c1ccncc1 (stereo not drawn)	-4	0	/	3	33	-1	-10	-3
O=C(Nc1cccc(Cl)c1)N[C@@H]1CC[C@H](CCNC(=O)C2CCCCC2)O[C@H]1CO	3	-2	4	2	16	-12	6	1
CCn1cc(C(=O)OCC(=O)NCc2ccc3c(c2)OCO3)c(=O)c2ccc(C)nc21	1	1	4	/	3	/	-3	5
COC(=O)[C@@H](Cc1c[nH]c2ccccc12)NCc1ccc(B(O)O)cc1	10	8	17	-1	-18	-17	-1	1
C=CCn1c(SCC(=O)c2ccc(OC)cc2)nnc1-c1cc2cccc(OC)c2o1	0	9	3	/	/	/	0	/
CC(=O)c1ccc(NC(=S)NCc2ccco2)cc1	/	13	/	-5	-11	/	-2	/
CCOc1ccc(OCC)c(NC(=O)CCCN2C(=S)NC(C)(C)CC2C)c1 (stereo not drawn)	4	/	/	-9	3	10	4	-1
O=C(NCc1ccco1)C(=O)c1cn(CC(=O)N2CCCCCC2)c2ccccc12	/	/	/	-8	-8	9	4	/
Cc1ccc(Cl)c(Cn2cnc3c(cnn3C(C)(C)C)c2=O)c1F	-1	?	-10	/	-15	/	-4	-4
COc1ccc(CN(C)CC(O)COC(c2ccccc2)c2ccccc2)c(OC)c1OC (stereo not drawn)	-1	/	-32	-45	24	-7	16	1
COc1ccc(NC(=O)CN2CCN(S(=O)(=O)c3ccc(F)cc3)CC2)cc1Cl	-1	7	/	/	/	/	1	0
Cc1ccc(OCC(=O)NNC(=O)C(=O)N2CCCC2)c(C)c1	/	/	/	8	10	-16	-3	/
Cc1cc(C)c2cc(C(=O)N3CCN(c4ncccc4C(F)(F)F)CC3)[nH]c2c1	1	7	-2	-12	14	9	5	-2
Cc1cc(C)c(C(=O)Nc2ccc(Br)c(C(F)(F)F)c2)c(C)c1	/	/	/	-52	20	11	-10	/
COc1ccc(NC(=O)Nc2ccc3c(c2)C(=O)N([C@H](C)CO)C[C@H](C)[C@H](CN(C)S(=O)(=O)c2ccc(C)cc2)O3)cc1	-8	1	-56	-49	7	-7	-3	-2
O=C(CCS(=O)(=O)c1ccc(Cl)cc1)Nc1ccc(N2CCOCC2)cc1	2	6	8	-6	-2	-3	2	-2
N#C/C(=C/c1ccc(CNC(=O)C(=O)Nc2cc(Cl)cc(Cl)c2)o1)C(=O)NCc1cccnc1	/	/	/	-1	-10	-12	-3	/
O=c1c2ccccc2nc(COc2ccccc2)n1/N=C/c1ccc(O)cc1O	/	/	/	0	33	-7	8	/
CN(C)CCCNc1nc2cc(-c3cnn(Cc4ccccc4)c3)sc2c(=O)n1C	0	/	0	-5	-9	-13	/	-6
O=C(c1ccccc1)N1N=C(c2ccccc2)CC1c1ccc2nccnc2c1 (stereo not drawn)	-5	-8	/	-1	26	-2	-1	6
C[C@@H]1CN([C@@H](C)CO)C(=O)c2cc(Br)cnc2O[C@@H]1CN(C)Cc1ccc(Oc2ccccc2)cc1	0&5	21&21	-3	-17&-16	5	-22&-18	-3	0&16
O=S(=O)(Nc1ccc(S(=O)(=O)N2CCCC2)cc1)c1ccc(F)cc1F	2	-16	-2	-7	-3	-20	-4	-2
CCOC(=O)C1CCN(C(=O)Cn2cnc3sc(C)c(S(=O)(=O)N4CCCCC4)c3c2=O)CC1	1	1	16	-9	-7	11	4	3
CSc1ccccc1C(=O)N1CCc2ccccc2C1	4	9	18	-4	-1	-4	-5	5
CC(=O)OCCOCn1cnn2c(=O)c(Br)c(C)nc12	6	-7	-36	22	0	1	2	4
COc1cccc(-c2ccc3n(c2=O)C[C@@H]2[C@@H](CO)[C@H](C(=O)NC4Cc5ccccc5C4)N[C@H]32)c1	-1	/	2	0	/	14	2	4
C[C@H]1CN([C@@H](C)CO)C(=O)Cc2cc(NS(=O)(=O)c3ccc(Cl)cc3)ccc2O[C@@H]1CN(C)S(=O)(=O)c1ccc(F)cc1	-27	-13	-27	-4	-8	-5	5	2
O=C([C@H]1N[C@H]2c3ccc(-c4ccccc4)c(=O)n3C[C@H]2[C@@H]1CO)N1CCOCC1	-3	0	4	3	-7	-10	-5	6
O=C(Nc1cc2c3c(c1)CC(=O)N3CCC2)C1CCCCC1	/	/	/	7	-6	3	-4	/
O=C(C[C@@H]1CC[C@H](NC(=O)Nc2ccc(F)cc2)[C@@H](CO)O1)NCCN1CCCC1	0	-9	3	-1	-1	8	-4	2
C[C@@H]1CN([C@H](C)CO)C(=O)c2cc(C#CC3CCCCC3)cnc2O[C@@H]1CN(C)Cc1cccnc1	0	-3	-3	4	7	-6	-9	-2
O=C1CCc2cc(NS(=O)(=O)c3ccc([N+](=O)[O-])cc3)cc3c2N1CC3	/	/	3	12	-10	3	-31	/
CCOC(=O)CNS(=O)(=O)c1c(C)noc1C	0	8	7	17	/	33	-2	-2
COc1cccc(C#Cc2ccc3c(c2)[C@H]2[C@H](CCN2S(=O)(=O)c2cccc(OC)c2)[C@@H](CO)N3)c1	/	-9	/	-20	2	-1	/	/
O=C(NCc1ccc(Cl)cc1)c1ccc(CS(=O)Cc2cccc(Cl)c2)o1 (stereo not drawn)	2	4	-9	-41	5	-6	1	1
CCCCCc1nnc(NC(=O)C2=COCCO2)s1	-1	/	3	19	-181	-29	-2	-1
C[C@H]1CN([C@@H](C)CO)S(=O)(=O)c2ccc(C#CC3CC3)cc2O[C@H]1CN(C)C(=O)CC1CC1	-3	-8	30	-10	/	-22	1	-1
CCN(CC)CCCNc1nc2ccccc2[nH]1	0	7	-1	/	-15	-14	24	1
CCOC(=O)c1[nH]c2ccccc2c1NC(=O)C1CCCC1	1	-13	1	2	-1	13	-4	1
C[C@H]1CN([C@@H](C)CO)C(=O)Cc2cc(N(C)C)ccc2O[C@H]1CN(C)C(=O)Nc1ccccc1	62	-12	17	32	-6	-2	-2	4
Cc1ccc(/C=N/NC(=O)c2ccc3ccccc3c2)s1	5	11	-72	8	-18	-34	4	3
CCCCc1cc(=O)oc2c(C)c(OCC(=O)NCC3CCC(C(=O)O)CC3)ccc12 (stereo not drawn)	-1	4	-17	/	/	/	28	-4
CC(C)NC(=O)Nc1cccc2c1O[C@@H](CN(C)CC1CCCCC1)[C@@H](C)CN([C@@H](C)CO)C2=O	2	/	1	3	-7	0	2	-1
CCOC(=O)CSc1nc2sc3c(c2c(=O)n1C1CCCCC1)CCN(C)C3	2	7	/	/	-28	/	/	2
O=C(NCCC1=CCCCC1)c1cccc2c1C(=O)N(C1CCCCC1)C2	/	/	/	17	6	20	-3	/
C[C@H]1CN([C@@H](C)CO)C(=O)c2cc(NS(=O)(=O)c3cn(C)cn3)ccc2O[C@@H]1CN(C)Cc1ccc(C(=O)O)cc1	-4	16	-17	-2	/	-22	0	1
C[C@@H]1CCCCO[C@@H](CN(C)C)[C@@H](C)CN([C@H](C)CO)C(=O)c2cc(NC(=O)c3ccncc3)ccc2O1	-7	4	18	8	5	3	-5	2
CC(CC(=O)N(C)C1CCCCC1)S(=O)(=O)c1ccc2c(c1)NC(=O)CO2 (stereo not drawn)	-1	5	-4	5	9	9	-4	-7
O=C(C[C@@H]1CC[C@@H]2[C@H](COC[C@@H](O)CN2Cc2ccccc2)O1)NCCCN1CCOCC1	-3	1	2	7	1	-2	-2	-3
CCNC(=O)c1c(NC(=O)c2cc(-c3cc(C)cc(C)c3O)n[nH]2)sc2c1CCCC2	12	1	-41	16	-5	9	8	0
O=S(=O)(c1ccc(F)cc1)N1CCCNCC1	3	/	27	/	15	/	-2	-1
CCC1=NN(C(=O)C(=O)Nc2ccccc2OC)C(O)(C(F)(F)F)C1 (stereo not drawn)	-2	-2	-21	/	/	/	1	3
COC(C[C@H]1O[C@@H]1[C@H](O)COCc1ccccc1)OC	-1	1	4	24	6	-2	-2	0
CC1=C(C(N)=O)C(c2ccc(F)cc2)n2nc(CCCO)nc2N1 (stereo not drawn)	1	2	8	-5	3	-3	-2	-2
CC(=O)Nc1ccc(Cc2ccncc2)cc1	-1	/	/	/	11	/	-3	3
O=C(NCC[C@@H]1CC[C@@H](NS(=O)(=O)Cc2ccccc2)[C@@H](CO)O1)C1CCCC1	47	-3	-2	1	-11	1	-1	0

Retrieved one by one from the list above (6):
SMILES	Cneo AK release	PGC1a acetyl inh	C2C12 statin	GSIS activator	PAX8 inh HTS	LGR2 antag	ARNT-TACC3 inh	PglD inh
O=C(NCC[C@@H]1CC[C@@H](NS(=O)(=O)Cc2ccccc2)[C@@H](CO)O1)C1CCCC1	47	-3	-2	1	-11	1	-1	0
Cc1ccc(/C=N/NC(=O)c2ccc3ccccc3c2)s1	5	11	-72	8	-18	-34	4	3
C[C@H]1CN([C@@H](C)CO)C(=O)c2cc(NS(=O)(=O)c3cn(C)cn3)ccc2O[C@@H]1CN(C)Cc1ccc(C(=O)O)cc1	-4	16	-17	-2	/	-22	0	1
O=S(=O)(c1ccc(F)cc1)N1CCCNCC1	3	/	27	/	15	/	-2	-1
CCOC(=O)CSc1nc2sc3c(c2c(=O)n1C1CCCCC1)CCN(C)C3	2	7	/	/	-28	/	/	2
COC(C[C@H]1O[C@@H]1[C@H](O)COCc1ccccc1)OC	-1	1	4	24	6	-2	-2	0
